# HTT ATP protect: qHTS Multiplex Assay to Identify Dual Action Probes in a Cell Model of Huntington: Cytoprotection (ATP) | hit rate 0.14% among 230,000 | PC12 HTT-Q103 induced, cytoprotection, ATP luminescence, 40 h | Potency, µM (top dose mostly 56.4 µM), for inactives: cytoprotection (ATP increase), hits mostly activators;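 note: % of control where 0% means no effect; nearly all actives have a fitted effect of over 45% in size; toxic huntingtin expression switched on by the ecdysone agonist tebufenozide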
#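 PC12 cells stably carrying ecdysone-inducible Htt exon 1 (Q103)–GFP were induced with 100 nM tebufenozide (final) alongside library compounds in a dose series. Cytoprotection was scored as retained ATP by ATPlite luminescence.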
# Tau fluor counter: Counterscreen qHTS for Inhibitors of Tau Fibril Formation, Fluorescence Polarization. tau K18 P301L Alexa594 fluorescence, heparin fibrillization. Potency, µM (titrated, usually from 57.7 µM), for the others: at the top dose activity change, negative = decrease. hit rate 0.93% among 280,000. AID 1463, 2008; note: % is set by controls: 0 for no effect and ±100 for the full control effect; nearly all actives have a fitted effect of over 55% in size
#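 Human tau K18 P301L (15 uM unlabeled, 0.24 uM Alexa 594-labeled) in 100 mM sodium acetate pH 7 with 20 uM heparin, 6 hr at 37 C. ThT 30 uM added, 1 hr ambient; Alexa 594 FP and total fluorescence read at 555/632 nm.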
# ALDH1A1 inh: qHTS Assay for Inhibitors of Aldehyde Dehydrogenase 1 (ALDH1A1). Aldehyde dehydrogenase 1A1 (Homo sapiens), P00352. Purified ALDH1A1, NADH fluorescence, propionaldehyde substrate. AID 1030, 2008. Potency, µM (titrated, usually from 75.3 µM), inactives show at the top dose activity, negative = inhibition, actives largely listed as inhibitors. hit rate 7.3% among 220,000; active = well fitted inhibition curve with a large enough effect, not every such curve was filed as active; inconclusive = small, poorly fitted or top-dose-only effect, or another doubt; inactive = no such curve, though single readings can be large or run the other way;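 note: plate controls were no enzyme wells and a reference inhibitor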
# Target sequence (P00352 whole entry, looked up): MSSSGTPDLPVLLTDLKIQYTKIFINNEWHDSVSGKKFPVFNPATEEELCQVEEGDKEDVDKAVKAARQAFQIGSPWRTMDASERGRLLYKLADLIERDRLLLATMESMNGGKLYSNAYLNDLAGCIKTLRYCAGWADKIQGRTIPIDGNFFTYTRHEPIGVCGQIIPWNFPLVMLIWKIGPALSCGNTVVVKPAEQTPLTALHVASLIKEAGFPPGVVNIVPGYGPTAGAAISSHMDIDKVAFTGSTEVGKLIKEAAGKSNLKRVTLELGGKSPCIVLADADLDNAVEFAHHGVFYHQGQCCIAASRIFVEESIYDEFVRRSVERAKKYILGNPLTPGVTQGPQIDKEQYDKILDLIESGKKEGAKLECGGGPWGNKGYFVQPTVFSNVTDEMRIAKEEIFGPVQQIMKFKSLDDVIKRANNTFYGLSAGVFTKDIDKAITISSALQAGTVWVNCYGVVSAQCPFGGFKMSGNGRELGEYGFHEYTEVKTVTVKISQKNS
# JMJD2E inh: qHTS Assay for Inhibitors of Human Jumonji Domain Containing 2E (JMJD2E). JMJD2E catalytic domain, FDH-coupled NADH fluorescence (FDH is formaldehyde dehydrogenase). Potency, µM (series often up to 57.1 µM), for inactives: at the top dose activity change, negative = inhibition, hits mostly inhibitors. hit rate 1.6% among 230,000. AID 2147, 2009; active = well fitted inhibition curve with a large enough effect, not every such curve was filed as active; inconclusive = small, poorly fitted or top-dose-only effect, or another doubt; inactive = no such curve, though single readings can be large or run the other way;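 note: 0% = wells with enzyme and -100% = buffer wells without enzyme; nearly all actives have a fitted effect of over 50% in size; many of its hits are not listed in these tables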
# Target sequence (B2RXH2 1-337 limits assumed): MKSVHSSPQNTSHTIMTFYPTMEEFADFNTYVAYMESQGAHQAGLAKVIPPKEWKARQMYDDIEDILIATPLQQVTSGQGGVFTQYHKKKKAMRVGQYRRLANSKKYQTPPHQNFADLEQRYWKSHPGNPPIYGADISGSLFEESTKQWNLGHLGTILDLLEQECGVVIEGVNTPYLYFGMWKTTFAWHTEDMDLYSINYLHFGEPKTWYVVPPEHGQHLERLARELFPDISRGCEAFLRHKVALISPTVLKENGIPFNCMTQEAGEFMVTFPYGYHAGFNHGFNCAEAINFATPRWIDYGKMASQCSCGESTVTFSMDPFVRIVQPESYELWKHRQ
# Tau fibril ThT: qHTS for Inhibitors of Tau Fibril Formation, Thioflavin T Binding | AID 1460, 2008 | hit rate 2.1% among 270,000 | recombinant tau K18 P301L (four-repeat tau fragment), heparin-induced fibrillization, ThT fluorescence | Potency, µM (doses to about 57.4 µM), for inactives: top-dose activity, negative = inhibition, usual class: inhibitors; note: % is set by controls: 0 for no effect and ±100 for the full control effect; nearly all actives have a fitted effect of over 55% in size
# Target sequence (P10636 561-689 P618L limits assumed): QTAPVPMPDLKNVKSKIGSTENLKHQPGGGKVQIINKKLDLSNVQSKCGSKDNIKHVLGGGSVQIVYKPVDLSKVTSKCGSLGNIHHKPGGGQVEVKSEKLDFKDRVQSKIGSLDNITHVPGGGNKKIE
#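 Tau K18 P301L fragment (15 uM unlabeled plus 0.24 uM Alexa 594-labeled) in 100 mM sodium acetate pH 7 with compound, fibrillization induced by 20 uM heparin for 6 hr at 37 C. Thioflavin T (30 uM) added, fluorescence read after 1 hr (ex 450, em 510 nm).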
# SMN2 splice enh: qHTS Assay for Enhancers of SMN2 Splice Variant Expression | HEK293 SMN2-luciferase splicing reporter, luminescence, 30-36 h | Potency, µM (titrated, usually from 46.1 µM), inactives show at the highest dose activity change, positive = activation, hits mostly activators | hit rate 2.8% among 210,000; note: % of control where 0% means no effect; nearly all actives have a fitted effect of over 55% in size
#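 HEK293 cells carry an SMN2 minigene-luciferase reporter in which exon 7 inclusion puts luciferase in frame. Cells were seeded at 2000 cells/well, attached for 10-12 hours, then exposed to compounds for 30-36 hours at 37C before ONE-Glo luminescence.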
# Tau fibril FP: qHTS for Inhibitors of Tau Fibril Formation, Fluorescence Polarization; Microtubule-associated protein tau (Homo sapiens), P10636; K18 P301L tau heparin fibrillization, Alexa594 FP, 6 h; Potency, µM (doses to about 57.7 µM), for the others: at the highest dose activity, negative = inhibition, actives largely listed as inhibitors; hit rate 0.39% among 280,000; AID 1468, 2008; note: % is set by controls: 0 for no effect and ±100 for the full control effect; nearly all actives have a fitted effect of over 55% in size
#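 Recombinant K18 P301L […], labeled with Alexa 594 at 0.24 uM over 15 uM unlabeled; heparin inducer 20 uM final; 37 C, 6 hr; FP endpoint.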
# HTT aggregate: qHTS Multiplex Assay to Identify Dual Action Probes in a Cell Model of Huntington: Aggregate Formation (GFP); PC12 HttQ103-GFP aggregates, Acumen cytometry, 40 h; Potency, µM (highest dose often 46.1 µM), for inactives: at the top dose activity change, negative = inhibition, most hits filed as inhibitors; hit rate 1.1% among 220,000; note: % is set by controls: 0 for no effect and ±100 for the full control effect; nearly all actives have a fitted effect of over 60% in size
#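 PC12 cells with ecdysone-inducible HTT exon1 Q103-GFP, induced by 100 nM tebufenozide, given compounds in a concentration series. GFP aggregates (1–25 um, 6 SD above background) counted in lysates by laser-scanning cytometry, 488 nm excitation.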
# * hit, by the source's call; ? = inconclusive; / = no result given; [ ] = remark or other dose. Unless noted, calls come from the whole dose curve; as a rule, active = well fitted curve in the direction sought with a large enough effect; inconclusive = small, poorly fitted or top-dose-only effect, or another doubt; inactive = no such curve, though single readings can be large; an effect the other way counts as inactive or inconclusive. Potency is the fitted concentration of half-maximal effect.
SMILES,HTT ATP protect,Tau fluor counter,ALDH1A1 inh,JMJD2E inh,Tau fibril ThT,SMN2 splice enh,Tau fibril FP,HTT aggregate
CN1CCN(C(=O)C2CC(c3ccc(F)cc3)=NO2)CC1 (stereo unspecified),-11%,-7%,-14%,-13%,-11%,3%,0%,28%
Cc1ccc2occ(CC(=O)N(Cc3ccc(N(C)C)cc3)C3CCS(=O)(=O)C3)c2c1 (stereo unspecified),/,-16%,/,/,-10%,7%,3%,/
Cc1ccc(CS(=O)(=O)c2nsc(C)c2C#N)cc1,13%,2%,7%,0%,2%,-7%,1%,3%
Cc1ccc(S(=O)(=O)c2cn(Cc3ccccc3F)c3cc4c(cc3c2=O)OCO4)cc1,/,-13%,/,/,-4%,7%,-2%,/
O=C(CN1CCN(c2ccccc2)CC1)c1ccc2cc[nH]c2c1,-37%,-25%,?,?,?,-4%,1%,13%
Cc1cc2nc(N3C(=O)CNC3=S)sc2cc1C,-32%[10 µM],-6%,3%,7%,?,4µM*,-5%,-12%[9.22 µM]
Cc1nnc(SCC(=O)NCc2ccco2)[nH]c1=O,4%[10 µM],-14%,?,?,?,-8%,-7%,4%
Nn1c(SCc2ccc(Br)cc2)nnc1-c1ccccn1,-18%,-12%,2%,7%,-16%,21%,-4%,-4%
Cn1c(=O)oc2cc(S(=O)(=O)NCCN3CCN(c4ccccc4)CC3)ccc21,-14%,-8%,4%,4%,-11%,0%,2%,2%
COc1ccc(NC(=O)c2nc3nc(C)cc(C(F)F)n3n2)c(C)c1,/,-8%,/,/,-11%,-8%,-6%,/
CCOc1ccc(-c2nnn(CC(=O)NCc3ccccc3)n2)cc1,-41%[inhibitor],-7%,-2%,-5%,-4%,7%,-12%,2%
COc1ccc(Cl)cc1NC(=O)C(C)N1CCc2ccccc21 (stereo unspecified),-1%,?,?,-12%,-25%,-29%,7%,-15%
Cc1cc(NC(=O)COC(=O)C(Cc2ccccc2)NC(=O)c2ccco2)no1 (stereo unspecified),8%,-6%,-5%,2%,-10%,-7%,-2%,2%
CCN(CC)C(=O)c1sc(N)c(C#N)c1C,-13%,-6%,?,5%,-13%,-4%,-6%,-13%
COc1ccc2oc(-c3ccccc3)c(C(=O)N3CCOCC3)c2c1,-16%,-2%,?,?,-6%,-14%,?,0%
O=C(Cn1cc2c(n1)CCCC2)NCc1cccs1,3%,-6%,16%,10%,-9%,2%,-8%,4%
O=C(Nc1ccc(F)c(Cl)c1)C1CCCN1S(=O)(=O)c1ccc(F)cc1 (stereo unspecified),/,-26%,/,/,-4%,-40%[inhibitor],?,/
O=S(=O)(Nc1nnc(-c2ccccc2)s1)c1ccc(Cl)cc1,-24%,-7%,3%,3%,-10%,-4%,6%,35µM*
COc1cccc(NC(=O)NCc2cccn2C)c1,-12%,-5%,-2%,-6%,-1%,12%,-2%,8%
Cc1ccc(Cl)cc1N1CCN(CCCNC(=O)c2ccc3nc(N4CCCCC4)sc3c2)CC1,/,?,/,/,?,25%,-2%,/
Fc1ccc(NC2=NCCCCC2)cc1,-19%[10 µM],8%,14%,16%,5%,10%,-1%,-11%
Cc1nc(SCC(=O)Nc2nsc(-c3ccc(C(C)(C)C)cc3)n2)c2c3c(sc2n1)CCCC3,/,-11%,/,/,-8%,-4%,-13%,/
CC1=CC2=NC(=O)CC(C)(C(=O)N(CC(=O)NC3CCCC3)c3cc(C)cc(C)c3)N2C=C1 (stereo unspecified),9%[10 µM],1%,3%,-5%,5%,-1%,5%,-4%[9.22 µM]
O=C(CSc1nnc(-c2ccncc2)n1Cc1ccco1)c1ccc(Cl)cc1,7%,-23%,?,?,?,/,?,22%
C=CCN1CCc2cc(O)c(O)cc2[C@H](c2ccccc2)C1,7%,-16%,-5%,25µM*,?,/,-4%,/
COc1ccc(N(CC(=O)NC2CCCCC2)S(=O)(=O)c2c(C)[nH]c(=O)[nH]c2=O)cc1,-10%,-4%,2%,-3%,-7%,8%,6%,6%
Cc1cccc(NC(=S)N2CCN(c3ccc(F)cc3)CC2)c1,/,-10%,4%,5%,-13%,-7%,-12%,/
O=C(COC(=O)c1oc2ccccc2c1CSc1ccc(Cl)cc1)NC1CCCC1,-3%[10 µM],-8%,-4%,1%,-7%,-16%,-7%,-10%
Cc1cccc(NC(=O)/C=C/c2cccs2)n1,-18%,-10%,?,2%,-10%,3.2µM*,1%,-29%
O=C(NCc1ccncc1)Nc1ccc2c(c1)OCO2,-46%[inhibitor],-11%,?,1%,-7%,/,0%,-5%
CSc1ccc(CCNC(=O)C(C)n2c(C)c3cnn(-c4ccccc4)c(=O)c3c2C)cc1 (stereo unspecified),/,-9%,/,/,-2%,-25%,1%,/
CCCCN(C)C(=O)c1oc2ccc(S(=O)(=O)N3CCCCCC3)cc2c1C,-14%,-13%,4%,0%,-12%,-34%[inhibitor],0%,?
CC1=Nc2cc(Cl)ccc2Oc2ccccc21,-39%[inhibitor],-7%,-3%,2%,-13%,/,-6%,-5%
CC(C)OC(=O)C1C(=O)CC(C)(O)C(C(=O)OC(C)C)C1c1ccccc1 (stereo unspecified),-32%[inhibitor],-8%,11%,4%,0%,-2%,-10%,17%
COc1ccc(-n2nc(C(=O)N(C)c3cccc(C(F)(F)F)c3)c3c4ccccc4n(C)c3c2=O)cc1,/,-14%,/,/,-4%,-2%,-10%,/
O=C(O)C1CC=CCC1C(=O)NC12CC3CC(CC(C3)C1)C2 (stereo unspecified),16%,1%,-1%,8%,-4%,22%,2%,-12%
CCOc1ccc(-c2cc(C(=O)O)c3ccccc3n2)cc1,-93%[inhibitor],-5%,?,?,0%,11µM*,4%,4%
CCCC(NC(=O)c1c(C)noc1C)C12CC3CC(CC(C3)C1)C2 (stereo unspecified),-36%,8%,?,2%,8%,-51%[inhibitor],3%,5%[9.22 µM]
COC(=O)c1ccc(NC(=O)CSc2nnc(-c3ccncc3)n2C)cc1,-16%[10 µM],-7%,-11%,7%,?,-25%,-10%,-6%
Cc1cc(C)nc(-n2ncc3c2CC(c2ccc(C(C)C)cc2)CC3=O)n1 (stereo unspecified),7%[10 µM],-6%,?,3%,-14%,0%,8%,-4%
COc1cc2c(cc1NC(=O)COC(=O)[C@@H](NS(=O)(=O)c1ccccc1)C(C)C)oc1ccccc12,-10%[10 µM],?,?,?,-11%,?,-6%,-10%
O=C(Oc1ccc2ccccc2c1Cl)N1CCCCCC1,-7%[10 µM],-6%,4%,5%,-17%,13µM*,5%,17%
O=C1C2C(C(=O)N1/N=C/c1ccc(N3CCCCC3)o1)C1C=CC2C12CC2 (stereo unspecified),27%[10 µM],5%,8.9µM*,1%,5%,-11%,12%,-6%
CCC(Sc1ccc2nnc(-c3cccnc3)n2n1)C(=O)OC (stereo unspecified),-32%,-6%,?,?,-4%,15%,-5%,9%
O=C(CCn1c(=O)[nH]c2ccsc2c1=O)Nc1ccc(F)c(F)c1,-26%,2%,-8%,7%,6%,-2%,4%,1%
COc1ccc(OC)c(NC(=O)C2CC(=O)N(c3ccccc3)C2)c1 (stereo unspecified),-8%,-7%,-10%,3%,-6%,-2%,-1%,0%
Cc1ccc(CNC(=O)C23CN(Cc4ccccc4)CC2C(c2cccc([N+](=O)[O-])c2)=NO3)cc1 (stereo unspecified),-18%[10 µM],-23%,?,-9%,-9%,-3%,1%,6%
Cc1cc(NC(=O)COC(=O)c2c(C)nn(-c3ccccc3)c2C)no1,11%,-3%,-4%,-2%,1%,2%,-3%,-12%
CNS(=O)(=O)c1cccc(C(=O)OCC(=O)N(CCC#N)c2ccccc2)c1,16%[10 µM],3%,4%,2%,4%,-10%,8%,7%
COc1ccccc1NC(=O)c1c(Nc2ccccc2C)sc(C(=O)Nc2cccc(Cl)c2)c1N,21%[10 µM],?,5%,-5%,-7%,-57%[inhibitor],?,-32%
CCSc1nnc(NC(=O)C2CC=CCC2C(=O)O)s1 (stereo unspecified),1%,1%,?,1%,-3%,-2%,0%,-5%
CCOC(=O)C1CCCN(c2ccc(NC(=O)c3snc4c(=O)[nH]c(C)nc34)cc2)C1 (stereo unspecified),-18%,?,-15%,-12%,?,-10%,5%,30%

# Entries of single compounds from above:
# O=C1C2C(C(=O)N1/N=C/c1ccc(N3CCCCC3)o1)C1C=CC2C12CC2 (stereo unspecified) is listed with HTT ATP protect = 27%[10 µM]; Tau fluor counter = 5%; ALDH1A1 inh = 8.9µM*; JMJD2E inh = 1%; Tau fibril ThT = 5%; SMN2 splice enh = -11%; Tau fibril FP = 12%; HTT aggregate = -6%
# CNS(=O)(=O)c1cccc(C(=O)OCC(=O)N(CCC#N)c2ccccc2)c1 is listed with HTT ATP protect = 16%[10 µM]; Tau fluor counter = 3%; ALDH1A1 inh = 4%; JMJD2E inh = 2%; Tau fibril ThT = 4%; SMN2 splice enh = -10%; Tau fibril FP = 8%; HTT aggregate = 7%

# 3 compounds from above, sorted by number of heavy atoms, lowest first:
SMILES,HTT ATP protect,Tau fluor counter,ALDH1A1 inh,JMJD2E inh,Tau fibril ThT,SMN2 splice enh,Tau fibril FP,HTT aggregate
Cc1cccc(NC(=O)/C=C/c2cccs2)n1,-18%,-10%,?,2%,-10%,3.2µM*,1%,-29%
O=S(=O)(Nc1nnc(-c2ccccc2)s1)c1ccc(Cl)cc1,-24%,-7%,3%,3%,-10%,-4%,6%,35µM*
CC(C)OC(=O)C1C(=O)CC(C)(O)C(C(=O)OC(C)C)C1c1ccccc1 (stereo unspecified),-32%[inhibitor],-8%,11%,4%,0%,-2%,-10%,17%

# Source: PubChem BioAssay

# This is a subset; count on the stated rates, not on these rows.
